Screens as filed in PubChem BioAssay.
hIAP activ – human IAP activation | AID 2524 | actives 0.16% (n = 330,000) | purified human IAP, CDP-Star luminescence, 30 min; hits give high values; 1 = vehicle-only enzyme, 0 = enzyme-free background | activation factor at 10 µM;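 active means activation factor of the enzyme at least 2-fold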; further: the source names both 10 and 20 µM as test concentration; values of inactives mirror those of a sister screen read the other way
APOBEC3G inh – APOBEC3G (human) deaminase inhibition. Q9HC16. AID 493012. inhibition, % at 20 µM. actives 0.28% (n = 330,000). recombinant A3G, ssDNA deamination FAM/TAMRA fluorescence;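 active means inhibition of at least 40% at 20 µM, with no more than 30% in the related APOBEC3A deaminase screen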;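 further: plate controls were DMSO wells with A3G for no effect and wells lacking A3G enzyme for full effect; some compounds called inactive have numbers as strong as hits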
Target sequence (Q9HC16 whole entry, looked up): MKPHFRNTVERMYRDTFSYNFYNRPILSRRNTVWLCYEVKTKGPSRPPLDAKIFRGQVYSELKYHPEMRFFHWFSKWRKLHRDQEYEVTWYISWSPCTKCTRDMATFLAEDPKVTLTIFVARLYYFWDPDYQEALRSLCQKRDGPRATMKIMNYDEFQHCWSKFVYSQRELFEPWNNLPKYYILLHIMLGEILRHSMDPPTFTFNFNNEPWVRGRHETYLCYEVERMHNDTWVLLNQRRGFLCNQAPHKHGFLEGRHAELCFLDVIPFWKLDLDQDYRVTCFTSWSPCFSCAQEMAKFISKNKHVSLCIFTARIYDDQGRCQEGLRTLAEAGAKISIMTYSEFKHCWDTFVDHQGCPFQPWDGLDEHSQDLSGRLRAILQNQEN
APOBEC3A inh – human APOBEC3A DNA deaminase inhibition | inhibition, % at 20 µM | actives 0.41% (n = 330,000) | P31941 | recombinant A3A, FAM/TAMRA ssDNA deamination fluorescence;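 active means at least 40% inhibition at 20 µM here, with at most 30% in a related deaminase screen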;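 further: plate controls were A3A with DMSO for no effect and wells lacking A3A enzyme for full effect; some results filed as inactive read as strong as hits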
Target sequence (P31941 whole entry, looked up): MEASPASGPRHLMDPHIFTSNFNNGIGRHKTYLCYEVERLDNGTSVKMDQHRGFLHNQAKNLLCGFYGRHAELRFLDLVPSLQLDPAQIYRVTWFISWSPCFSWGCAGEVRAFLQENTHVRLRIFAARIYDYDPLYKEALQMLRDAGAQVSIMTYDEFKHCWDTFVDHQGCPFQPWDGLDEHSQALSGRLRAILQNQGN
mIAP inh – blocks mouse intestinal alkaline phosphatase; purified mouse IAP, CDP-Star luminescence, 30 min; actives 0.2% (n = 330,000); inhibition, % at 10 µM;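 active means inhibition of at least 40% at 10 µM in the primary screen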;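 further: plate controls were DMSO with enzyme for no effect and no enzyme wells for full effect; values of inactives mirror those of a sister screen read the other way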
beta cell repl – induces beta-cell replication in MIN6 cells; MIN6 cells proliferation, ATPlite luminescence, 48 h; cells starved in 0.2% serum; 100% = growth in 10% serum; actives 0.29% (n = 330,000); proliferation, % at 10 µM;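 active means compounds whose signal lies at least 3.5 SD above the mean of all wells on their plate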;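 further: 0% = DMSO-treated cells in low-serum medium and 100% = 10% serum control; some compounds called inactive have numbers as strong as hits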
SENP1 FRET inh – inhibitors of human SENP1 SUMO protease catalytic domain. inhibition, % at 10 µM. recombinant SENP1 catalytic domain, CyPet-SUMO1-YPet FRET cleavage. actives 0.21% (n = 360,000);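 active means inhibition at least 30% at 10 µM, raw YFP signal under a set limit, fluorescence ratio 0.5 to 1.5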;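 further: 0% = enzyme with DMSO and 100% = no enzyme wells; some results filed as inactive read as strong as hits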
Target sequence (Q9P0U3 419-644 limits assumed): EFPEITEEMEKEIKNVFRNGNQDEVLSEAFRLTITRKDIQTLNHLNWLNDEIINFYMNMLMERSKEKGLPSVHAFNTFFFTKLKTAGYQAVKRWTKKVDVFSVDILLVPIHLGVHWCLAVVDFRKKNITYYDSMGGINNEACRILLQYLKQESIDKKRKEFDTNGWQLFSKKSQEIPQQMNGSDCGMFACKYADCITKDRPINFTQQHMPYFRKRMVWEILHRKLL
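Test system: recombinant human SENP1 catalytic domain, His6-tagged / Medium: pH 8 Tris buffer with EDTA, NaCl, BME, BSA, NP40, catalase / Also added: SUMO1 FRET substrate flanked by Cypet and Ypet, 25 nM / Times: 50 min reaction at room temperature / Signal: FRET, CFP and YFP emission / Control set: no-enzyme low control and enzyme-plus-DMSO high control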
NALP3 yeast inh – inhibitors of NALP3 inflammasome in yeast; Yeast reconstituted NLRP3/ASC/caspase-1, beta-gal luminescence, 24 h; inhibition, % at 10 µM; actives 0.39% (n = 330,000); AID 2825;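 active means inhibition of 50% or more; inactive means inhibition below 50%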;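 further: plate controls were induced DMSO wells for no effect and uninduced yeast grown without galactose for full effect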
mIAP activ – increases mouse intestinal alkaline phosphatase activity; muIAP, CDP-Star luminescence, 30 min; hits give high values; 1 = vehicle-only enzyme signal, 0 = enzyme-free wells; activation factor at 10 µM; actives 0.24% (n = 330,000); AID 2805;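 active means activation factor of at least 2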; further: the source names both 10 and 20 µM as test concentration; values of inactives mirror those of a sister screen read the other way
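Assay system: mouse IAP enzyme / Compound: DMSO-dissolved test compounds / Timing: 30 min, room temperature / Measured by: luminescence from enzymatic CDP-Star hydrolysis / Control set: DMSO-only wells, enzyme-free buffer wells as negative control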
hIAP block – blocks human intestinal alkaline phosphatase; AID 2544; purified IAP, CDP-Star luminescence, 30 min; actives 0.12% (n = 330,000); inhibition, % at 10 µM; P09923;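 active means inhibition reaching a set limit with compound at 10 µM in the primary screen, cut at about 35% in these data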;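 further: plate controls were DMSO wells with enzyme for no effect and no-enzyme buffer wells for full effect; values of inactives mirror those of a sister screen read the other way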
The depositor's hits bear a star; · = no result given. Some of the compounds tested. The share of hits here may be higher or lower than overall.

Second line of a record: hIAP activ | APOBEC3G inh | APOBEC3A inh | mIAP inh | beta cell repl | SENP1 FRET inh | NALP3 yeast inh | mIAP activ | hIAP block
- CCC(C)[C@H](NS(=O)(=O)c1ccc(C)cc1)C(=O)N1CCC(C(=O)N[C@H](C(=O)O)c2ccccc2)CC1 (some centres not stated)
    0.94 | -6 | 3 | 1 | -1 | 5 | 10 | 0.99 | 6
- Cc1nc(N2CCOCC2)nc(N2CCCC2)c1[N+](=O)[O-]
    1.3 | -2 | -1 | 1 | 0 | 2 | 6 | 0.99 | -26
- Cc1nn(-c2ccc(C(=O)O)cc2)c2c1C(=O)CC(C)(C)C2
    0.98 | 2 | -9 | -2 | -1 | 0 | 0 | 1 | 2
- COCCNC(=O)c1cccc2c1-c1ccccc1C2=O
    1.2 | -9 | -5 | -3 | 4 | -1 | 8 | 1 | -17
- CC(C)(C)c1ccc(OCC(=O)Nc2ccc(C(=O)Nc3ccccc3C(=O)O)cc2)cc1
    1 | -9 | -1 | 5 | -7 | 2 | 9 | 0.95 | -2
- CCC(Sc1nnnn1-c1ccccc1)C(=O)NC(C)c1ccccc1 (configuration not stated)
    0.87 | -1 | 6 | -3 | 1 | 3 | 15 | 1 | 13
- Cc1ccccc1C(=O)Nc1ccnn1C1CCN(CCCc2ccccc2)CC1
    1.1 | 1 | 2 | -16 | -3 | 3 | 12 | 1.2 | -13
- COc1cccc(C2C(C#N)=C(N)OC3=C2C(=O)CCC3)c1OC(=O)c1ccco1 (configuration not stated)
    1.1 | -4 | -1 | -12 | -1 | -18 | 18 | 1.1 | -6
- CCOC(=O)c1c(C)[nH]c(C)c1S(=O)(=O)NC(C)Cc1ccco1 (configuration not stated)
    1.5 | -3 | -1 | 5 | -2 | -2 | 10 | 0.95 | -48
- O=S(=O)(NCc1ccccc1)c1ccc(Cl)cc1
    1 | -5 | 0 | 11 | -1 | 4 | -5 | 0.89 | -3
- COc1ccc(NS(=O)(=O)c2c(C)[nH]c(C)c2C(=O)N2CCCCC2)cc1Cl
    1.2 | -5 | 2 | -2 | 2 | 0 | -6 | 1 | -20
- C=CCOc1cccc(/C=C2\C(=O)N(Cc3ccc(C)cc3)C(C)=C2C(=O)OC)c1
    1 | -5 | 7 | 7 | -5 | 12 | 1 | 0.93 | -1
- Cc1cc(C(=O)NC2CCCCC2C)c2ccccc2n1 (configuration not stated)
    0.91 | -6 | 3 | -6 | -3 | -2 | 20 | 1.1 | 10
- Cc1ccc(-c2cn(C[C@H]3CC[C@@H]([C@@H]4CC[C@H](Cn5cc(-c6ccc(C)cc6)nn5)O4)O3)nn2)cc1
    1 | 5 | 4 | -5 | -2 | -2 | 12 | 1.1 | -4
- N#CC1=C(N)Nc2ncnn2C1c1ccc([N+](=O)[O-])cc1 (configuration not stated)
    0.91 | 0 | -5 | 2 | -1 | 2 | 11 | 0.98 | 9
- CC1=C(C(=O)Nc2ccc(Cl)cc2C(=O)N2CCC(C(N)=O)CC2)SCCO1
    1 | 0 | -1 | 4 | -2 | 4 | -5 | 0.96 | -5
- O=C1Nc2ccccc2CCC1Sc1nnc(-c2ccc(Cl)cc2)s1 (configuration not stated)
    0.88 | -1 | 3 | 5 | -5 | 3 | -2 | 0.95 | 12
- O=C(CCSc1nc2ccccc2o1)Nc1ccccc1
    1.2 | 5 | -4 | 0 | -3 | 2 | 46 | 1 | -22
- COc1ccc(NS(=O)(=O)c2cc(NC(=O)c3cc(=O)c4ccccc4o3)ccc2OC)cc1
    0.92 | 1 | 8 | 9 | -2 | 1 | -1 | 0.91 | 8
- COc1ccc(S(=O)(=O)N2CCCC(C(=O)NCc3ccncc3)C2)cc1Cl (configuration not stated)
    1 | -4 | -1 | -8 | 0 | 0 | -1 | 1.1 | -3
- COc1ccc(NC(=O)N2CCCC2C(=O)Nc2cccc(C)c2C)cc1 (configuration not stated)
    0.89 | -3 | 3 | 2 | -1 | 1 | 25 | 0.98 | 11
- Cc1[nH]c(C(=O)N/N=C/c2ccc(C(=O)O)cc2)c(C)c1C(=O)N/N=C/c1ccc(C(=O)O)cc1
    1 | -7 | 1 | -2 | -2 | 1 | 4 | 1 | -3
- Cc1cccc(C)c1NC(=O)COC(=O)c1cc(S(=O)(=O)Nc2ccc(Cl)cc2)ccc1O
    1.2 | -4 | 0 | 5 | -3 | 2 | -3 | 0.95 | -21
- O=C(c1cc2cc(Cl)ccc2[nH]1)N1CCN(c2ccccn2)CC1
    0.97 | -8 | -1 | 0 | -4 | -1 | 22 | 1 | 3
- Cc1noc(C)c1COc1ccc(C(=O)N2CCC(C(N)=O)CC2)cc1
    1 | -2 | 0 | 12 | -3 | 2 | 18 | 0.88 | 0
- COc1cc(NC(=O)C2=C(N3CCOCC3)/C(=C\c3ccc(Br)cc3)CC2)cc(OC)c1OC
    0.91 | -7 | -3 | 10 | -6 | -22 | 11 | 0.9 | 9
- CCOC(=O)CSc1nn(-c2ccccc2)c(=S)s1
    0.82 | -3 | 0 | 0 | -2 | 0 | 4 | 1 | 18
- CC(O)C(=O)NCCOCCOCCNC(=O)C(C)O (configuration not stated)
    0.92 | -2 | 0 | -10 | -4 | 0 | 8 | 1.1 | 8
- CCC(=O)Nc1cccc(C2=NOC3(C2)C[C@@H](C(N)=O)N(C(=O)CC)C3)c1 (some centres not stated)
    0.97 | 4 | 3 | -8 | -3 | 0 | 15 | 1.1 | 2
- CCOc1ccccc1NC(=O)CCNS(=O)(=O)c1cccc2nsnc12
    0.79 | -3 | 4 | -3 | 3 | 0 | 17 | 1 | 21
- O=C1NCCCC1C(=O)Nc1ccccc1C(F)(F)F (configuration not stated)
    1 | 0 | 1 | -5 | -1 | -2 | 6 | 1.1 | -3
- CCOC(=O)N1CCC(=NNC(=O)COc2cccc(C)c2)CC1
    1.1 | -5 | 0 | 6 | 0 | 1 | 8 | 0.94 | -11
- COc1cc(NC(=O)c2ccc(F)cc2)c(OC)cc1Cl
    0.88 | -2 | -3 | 9 | 0 | -2 | 10 | 0.91 | 12
- Cc1cc(C)nc(SCC(=O)c2ccc(O)c(O)c2)n1
    0.94 | 4 | 6 | 13 | -3 | 3 | 12 | 0.87 | 6
- O=C(NCc1cccnc1)c1ccccc1NS(=O)(=O)c1ccc(Br)cc1
    1 | -3 | 1 | 9 | 1 | 1 | -4 | 0.91 | -3
- COc1ccccc1CNc1ncnc2c1cnn2-c1ccccc1
    0.94 | -12 | -4 | -34 | 4 | 1 | 15 | 1.3 | 6
- CCCCC1=NC2(CCCC2)C(=O)N1Cc1ccc(-c2ccccc2-c2nn[nH]n2)cc1
    0.88 | -3 | 2 | -1 | -3 | · | 15 | 1 | 12
- CCOc1ccc(C(CC(=O)O)NC(=O)c2cccs2)cc1 (configuration not stated)
    1.1 | -12 | -3 | -2 | -4 | 1 | -9 | 1 | -7
- O=S(=O)(NC1=NCCC1)c1cccc(NS(=O)(=O)c2ccc(F)c(Cl)c2)c1
    1 | -8 | -3 | -4 | -1 | -1 | 18 | 1 | -1
- CC(C)Oc1ccc(CNC(=S)N/N=C/c2ccc([N+](=O)[O-])cc2)cc1
    0.99 | -5 | -3 | 11 | -3 | 21 | 28 | 0.89 | 1
- COc1ccc(/C(N)=N/OC(=O)c2cccc([N+](=O)[O-])c2)cc1OC
    1.1 | 1 | -6 | -5 | -2 | 0 | 14 | 1 | -6
- CC1CCN(CC(=O)Nc2ccc(S(=O)(=O)N3CCCCC3)cc2)CC1
    1 | 7 | -5 | -6 | -2 | 0 | 26 | 1.1 | -3
- COCCNC(=O)CSc1ncnc2sc(-c3ccccc3)cc12
    0.94 | -13 | 0 | 2 | 0 | 0 | 17 | 0.98 | 6
- CN(C)c1c(F)cc(C(=O)NC(=O)NCc2cccnc2)cc1F
    0.98 | -7 | -5 | 2 | 2 | 0 | 21 | 0.98 | 2
- C#CCOCCOCCOCCNc1nc(N2CCN(C(=O)[C@H](CCCCN)n3cc(C(N)CC(C)C)nn3)CC2)nc(N2CCN(C(=O)[C@H](CCC(=O)O)n3cc(C(N)[C@H](C)CC)nn3)CC2)n1 (some centres not stated)
    0.94 | -3 | -2 | -4 | -1 | -7 | 10 | 1 | 6
- O=C1CC(N2CCN(c3cccc(C(F)(F)F)c3)CC2)C(=O)N1c1ccc(F)cc1 (configuration not stated)
    0.97 | -2 | 0 | 5 | -4 | 2 | 8 | 0.95 | 2
- COc1ccc(CN(C(=O)c2cc(=O)c3ccccc3o2)C2CCS(=O)(=O)C2)cc1OC (configuration not stated)
    0.99 | 1 | -2 | 1 | -2 | 0 | 11 | 0.99 | 1
- CC(C)(C)OC(=O)CNC(=O)c1[nH]cnc1C(=O)NCCCCCNC(=O)OC(C)(C)C
    1.3 | -12 | 1 | 2 | 1 | 2 | 11 | 0.98 | -29
- O=C(NC1CCOCC1)C1CCC(=O)N(CCc2ccc(Cl)cc2)C1 (configuration not stated)
    1.5 | -6 | -5 | -7 | 1 | 2 | 3 | 1.1 | -53
- Cc1c(Cl)c(C(=O)NNC(=S)Nc2ccccc2)nn1C
    0.84 | -1 | 3 | -6 | 1 | 3 | 19 | 1.1 | 16
- CCn1nc(C)c(/C=N/NC(=O)c2ccoc2C)c1C
    1.2 | -6 | 1 | 5 | 1 | 2 | 14 | 0.95 | -21
- CN(CCC#N)c1ccc(/C=C(\C#N)c2ccccn2)cc1
    0.87 | -5 | 1 | 6 | -4 | -27 | 0 | 0.94 | 13
- Nc1nc(C(=O)N2CCOCC2)nn1C(=O)c1ccc(Cl)cc1
    0.92 | -2 | 0 | 14 | -1 | 2 | 10 | 0.86 | 8
- CCc1ccc(C(=O)OCC(=O)c2c(N)n(CC(C)C)c(=O)n(C)c2=O)cc1
    1 | -4 | 5 | -4 | -3 | -5 | 10 | 1 | -2
- CC(C)[C@H](NS(=O)(=O)c1cccc(C(F)(F)F)c1)C(=O)OCC(N)=O
    1.1 | 1 | 4 | 0 | -4 | 4 | 9 | 1 | -11
- CCOc1ccc2[nH]c(=O)c(CN(CCCO)C(C)=O)cc2c1
    0.92 | -1 | 0 | 2 | -3 | 1 | 30 | 0.98 | 8
- O=C(Nc1ccc(F)cc1)C(Sc1nnc2ccccn12)c1ccccc1 (configuration not stated)
    1.1 | 0 | 0 | -1 | 0 | 2 | -3 | 1 | -8
- N#CC(c1ccccc1)(c1ncc(C(F)(F)F)cc1Cl)N1CCOCC1 (configuration not stated)
    1.1 | -4 | -1 | 21 | 0 | 0 | -19 | 0.79 | -7
